# Assay outcomes: PubChem, Broad Institute
# esBAF inh – Bmi1 luciferase reporter increase in mESCs, primary screen, esBAF inhibitor project, mouse ES cells, Bmi1 luciferase knock-in, single point | 24 h; 100% = twice the neutral-well signal | reporter increase, % at 12.5 µM | 350,000 tested, 2% active | AID 602393, 2012; in the data active = activation above about 40%;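 also: 0% = median of the plate's neutral control wells and 100% = double that signal; a rise in the Bmi1 reporter signal indicates esBAF inhibition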
# RAD52 inh – RAD52 DNA annealing inhibitors, primary screen, biochemical, FRET, single point, set 2; DNA repair protein RAD52 homolog (Homo sapiens), P43351; recombinant RAD52 DNA annealing, FRET fluorescence; inhibition, % at 18.7 µM; 360,000 tested, 0.46% active;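 active = every replicate showing at least 50% inhibition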
# CASP6 VEID inh – human caspase-6 inhibitors, primary screen, biochemical, VEID-R110 fluorescence, single point, set 2 | 350,000 tested, 0.53% active | AID 686996, 2013 | purified caspase-6, Z-VEID-R110 cleavage fluorescence | inhibition, % at 12.5 µM;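 active = mean inhibition across replicates at least about 35%, with every replicate also reaching that limit, limit read from the data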;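 also: 0% = median of neutral control wells and 100% = no fluorescence left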
# Target sequence (P55212 24-179 limits assumed): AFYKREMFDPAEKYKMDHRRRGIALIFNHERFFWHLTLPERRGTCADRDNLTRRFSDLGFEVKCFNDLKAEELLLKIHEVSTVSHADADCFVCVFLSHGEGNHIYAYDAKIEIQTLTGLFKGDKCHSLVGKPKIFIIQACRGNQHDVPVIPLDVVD
# Target sequence (P55212 194-293 limits assumed): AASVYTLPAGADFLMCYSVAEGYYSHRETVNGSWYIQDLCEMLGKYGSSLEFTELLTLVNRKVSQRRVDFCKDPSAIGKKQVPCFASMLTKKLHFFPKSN
# ERp5 block – inhibitors of ERp5-driven insulin aggregation, primary screen, biochemical, turbidity, absorbance 650 nm, single point; Protein disulfide-isomerase A6 (Homo sapiens), Q15084; 90 min; inhibition, % at 9.99 µM; 350,000 tested, 0.05% active;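 active = mean replicate inhibition above about 25%, with every replicate also reaching it, limit read from the data, passing the limit was not always enough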
# Target sequence (Q15084 whole entry, looked up): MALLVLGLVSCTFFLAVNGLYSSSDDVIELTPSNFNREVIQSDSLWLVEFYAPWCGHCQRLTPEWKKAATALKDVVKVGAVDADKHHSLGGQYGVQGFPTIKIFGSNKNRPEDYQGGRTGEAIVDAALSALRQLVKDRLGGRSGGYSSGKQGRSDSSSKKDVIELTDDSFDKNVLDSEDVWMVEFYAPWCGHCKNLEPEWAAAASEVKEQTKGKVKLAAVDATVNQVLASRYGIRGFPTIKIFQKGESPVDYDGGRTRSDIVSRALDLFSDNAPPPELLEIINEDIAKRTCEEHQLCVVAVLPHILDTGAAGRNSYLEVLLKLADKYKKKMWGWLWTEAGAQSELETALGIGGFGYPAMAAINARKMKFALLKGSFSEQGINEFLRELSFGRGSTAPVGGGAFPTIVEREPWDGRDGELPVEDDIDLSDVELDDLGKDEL
# RAD54 branch – inhibitors of human RAD54 branch migration, primary screen, biochemical, fluorescence, single point | DNA repair and recombination protein RAD54-like (Homo sapiens), Q92698 | RAD54 Holliday junction branch migration, FAM/BHQ fluorescence | inhibition, % at 10.4 µM | 360,000 tested, 0.14% active | AID 602329, 2012;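 active = mean normalized replicate activity at least 40 and at least half of replicates scoring 40 or more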;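 also: 0% = median of neutral control wells and 100% = median of positive control wells; inhibitors cause a drop in the FAM fluorescence signal; in these data hits start at about 50%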
# PglD DTNB – C. jejuni PglD acetyltransferase inhibitors, primary screen, biochemical, DTNB colorimetric, single point; UDP-N-acetylbacillosamine N-acetyltransferase PglD (Campylobacter jejuni); purified PglD enzyme, DTNB colorimetric CoA detection; inhibition, % at 12.5 µM; 360,000 tested, 0.098% active; AID 602405, 2012; in the data active = inhibition above about 16%, passing the limit was not always enough; also: strong numbers were not always called active
# ARNT-TACC3 inh – disruptors of ARNT/TACC3 protein interaction, primary screen, biochemical, AlphaScreen, single concentration; Transforming acidic coiled-coil-containing protein 3 (Homo sapiens), Q9Y6A5; AlphaScreen His-ARNT PAS-B/GST-TACC3 binding, luminescence; TACC3 fragment carries E629A point mutation; inhibition, % at 9.99 µM; 390,000 tested, 0.66% active; AID 623870, 2012;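 active = mean inhibition of replicates at least 50% and at least half of replicates each reaching 50%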;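 also: 0% = complete ARNT plus TACC3 wells and 100% = ARNT alone without TACC3; many hits fall short of the cut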
# E-sel inducer – E-selectin induction in HUVECs, primary screen, imaging, HUVEC, immunofluorescence imaging, single point; P16581; normalized: neutral wells 0, TNF-alpha wells 100; activation, % at 7.58 µM; 260,000 tested, 0.37% active; AID 686992, 2013;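 active = mean E-selectin-positive cell signal at least 10% of the positive control, reached in at least 60% of replicates, without over 20% cell loss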;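 also: in these data hits start at about 27%; measured in HUVEC primary endothelial cells; signal is the percent of cells scored E-selectin positive by PE staining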
#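 Read-out basis: % PE-positive cells; Test system: HUVEC primary endothelial cells; Technique: immunofluorescence imaging; Dosing: single-point compound dose.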
# Numbers without * were called inactive; nt = not tested or not shown; & = joins results of further samples. Rows are unselected; about 3.2% have a hit in one of these screens.
SMILES,esBAF inh,RAD52 inh,CASP6 VEID inh,ERp5 block,RAD54 branch,PglD DTNB,ARNT-TACC3 inh,E-sel inducer
CC(C)CC(=O)Nc1ccc(C(=O)COC(=O)C2CC(=O)N(Cc3ccccc3)C2)cc1 (stereo not given),3,-6,-2,2,-5,2,-1,-0.8
CCOc1ccc(S(=O)(=O)N2CCCCC2)cc1NC(=O)CCNC(=O)c1ccco1,0,-9,-1,7,10,0,-7,0.1
COc1ccccc1C1=NOC(Cn2c(=O)c3c(ncn3C)n(C)c2=O)C1 (stereo not given),14,nt,nt,nt,0,14,-10,nt
Cc1ccc(C)c(NC(=O)c2ccccc2NS(=O)(=O)c2cc([N+](=O)[O-])ccc2C)c1,nt,3,2,0,4,1,-17,-0.2
CC1(C)C(=O)CCC2(C)C1=CCC1C2C(=O)CC2(C)C1CCC2(O)C(=O)CO (stereo not given),0,-3,2,-1,11,-1,-4,1.1
CS(=O)(=O)c1ccc2nc(NC(=O)c3ccc(Cl)cc3)sc2c1,23,-10,-1,1,2,-9,-10,nt
COc1ccc(CCNC(=O)N2c3ccccc3Sc3ccccc32)cc1,-8,nt,nt,nt,0,1,-5,nt
CO[C@@H]1CN(C)C(=O)c2cc(NC(=O)C3CC3)ccc2OC[C@@H](C)NC[C@H]1C,4,3,1,-9,8,2,-3,-0.1
COc1ccc2c3c(n(C)c2c1)[C@H](CO)N(C(=O)C1CCOCC1)CC31CCN(C(=O)Nc2cccc(F)c2)CC1,nt,-6,-3,7,nt,nt,nt,-0.4
O=C(/C=C/c1ccccn1)c1cc(Br)ccc1O,-1,-12,-3,-8,3,-1,-7,-0.2
COc1cc(SC)ccc1C(=O)Nc1ncc(C)s1,nt,-5,-1,-1,nt,nt,-6,nt
COCCCn1c(=O)c2sccc2n(Cc2ccccc2)c1=O,-6,-16,1,1,5,1,-9,-0.1
CCCCNc1ncnc2sc3c(c12)CCN(CCC)C3,-1,-16,-1,4,-7,3,2,0.1
COc1ccc(C2CC(=O)N3CN(c4ccc(C)c(Cl)c4)CSC3=C2C#N)cc1 (stereo not given),19,-11,7,19,5,2,3,nt
O=C(Nc1nc2c(F)cc(F)cc2s1)c1ccc([N+](=O)[O-])o1,57*,-4,3,5,-18,1,1,-0.3
COCC(=O)N(C)C[C@H]1Oc2ncc(C#CCC3CCCC3)cc2C(=O)N([C@H](C)CO)C[C@H]1C,4,-18,2,5,0,2,6,0.0
NS(=O)(=O)c1ccc(NC(=O)CCc2ccccc2)cc1,-2,4,1,4,-8,2,16,nt
Cc1cccc(NC(=O)c2ccc3c(c2)OCCO3)n1,11,nt,nt,nt,2,0,-1,nt
CCC1CCCCN1S(=O)(=O)c1ccc(NC(=O)C2CC(=O)N(C(C)(C)C)C2)cc1 (stereo not given),30,1,2,5,6,3,-9,-1.3
O=C(/C=C/c1ccco1)Nc1ccc2nc3n(c(=O)c2c1)CCCC3,nt,-30,-2,0,nt,nt,-4,-0.8
CN(C)c1ccc2c(c1)[C@H]1C[C@H](CC(=O)NCc3ccc4c(c3)OCO4)O[C@@H](CO)[C@H]1O2,-5,-27,0,0,-7,2,-1,0.3
COc1ccc(S(=O)(=O)N[C@H]2CC[C@@H](CCn3cc(-c4ccccc4F)nn3)O[C@H]2CO)cc1,-1,-10,-1,4,-1,1,5,-0.3
Cc1ccc(C(=O)Nc2ncc([N+](=O)[O-])s2)cc1,-82,-5,11,-2,1,-4,-5,-0.2
COc1ccc(C)cc1NC(=S)Nc1ccccc1SC,-4,-21,-1,6,nt,nt,-2,3.2
CC=Cc1ccc2n(c1=O)C[C@H]1[C@H](CO)[C@@H](C(=O)Nc3ccccc3)[C@@H]2N1C(=O)CC1CC1 (mixture of isomers),-3,9,-4,-2,1,4,-3,0.3
COCC(=O)N(C)C[C@@H]1Oc2ncc(C#CC(C)(C)O)cc2C(=O)N([C@@H](C)CO)C[C@@H]1C,6,-9,-1,1,12,-1,-5,0.5
O=C(Nc1ccccc1)/C(=C1\CCCN1)[N+](=O)[O-],nt,-8,-4,2,nt,nt,-19,2.0
Nc1[nH]c2cc([N+](=O)[O-])ccc2c1-c1ccccn1,0,-13,3,4,-7,2,10,nt
COc1ccc(-c2csc(C(C)(O)c3cccc(OC)c3)n2)cc1 (stereo not given),10,-12,1,-8,-6,-1,nt,-1.2
Cc1cc(Nc2cccc([N+](=O)[O-])c2)c2ccccc2n1,nt,16,4,4,nt,nt,0,nt
COc1ccc(NC(=O)Nc2ccc3c(c2)C(=O)N([C@H](C)CO)C[C@H](C)[C@@H](CN(C)C(=O)Nc2c(C)noc2C)O3)cc1,-11,9,-4,6,-6,-6,-2,0.0&-0.2
COc1cccc(C2=NOC(C(=O)Nc3cccnc3Cl)C2)c1OC (stereo not given),-2,-8,-1,3,nt,nt,-2,nt
COCC#Cc1ccc2c(c1)O[C@H](CN(C)S(=O)(=O)c1ccc(OC)cc1)[C@H](C)CN([C@H](C)CO)S2(=O)=O,6,-26,0,0,2,-2,27,-0.1
CCCNC(=O)N1C[C@@H](O)COC[C@@H]2O[C@H](CC(=O)NCc3ccc(Cl)c(Cl)c3)CC[C@H]21,1,-13,0,3,-3,3,7,0.0
CO[C@@H]1CN(C)C(=O)c2ccc(NC(=O)C3CC3)cc2OC[C@@H](C)N(CCc2ccccc2)C[C@@H]1C,0,1,3,-1,20,-1,-1,-0.1
COc1cc(-c2ccc3oc(-c4ccsc4)cc3c2)cc(OC)c1OC,11,-14,-5,-2,3,-4,-26,-0.3
N#Cc1c(-c2cccs2)cc(-c2cccs2)[nH]c1=O,nt,-4,7,2,-7,0,-1,0.2
COc1ccc([C@@H]2C[C@H]3[C@@H](CN2S(=O)(=O)c2ccccc2)C(=O)C[C@@H](c2cccc4ccccc24)N3S(=O)(=O)c2ccc(C)cc2)cc1,3,-24,-3,-1,-3,1,nt,-1.1
CCc1sc(N2[C@H](C#N)[C@H](c3ccccc3-c3cccc(F)c3)[C@H]2CO)nc1C,nt,-10,-1,0,nt,nt,nt,-0.1
O=C(Cn1cnc2c(NCc3ccccc3)ncnc21)NCc1nc2ccccc2[nH]1,6,2,0,0,-8,4,-2,-0.2
O=C([C@H]1[C@H](CO)[C@H]2Cn3c(ccc(-c4cncnc4)c3=O)[C@H]2N1C(=O)C1CCC1)N1CCCCC1,nt,3,2,6,nt,nt,nt,0.5
COC(=O)[C@@]1(CCC(=O)OC(C)(C)C)N=C(c2ccc(OCCCO)cc2)O[C@H]1c1ccccc1,nt,12,0,4,-3,-2,-24,nt
CCCNC(=O)C[C@@H]1CC[C@H]2[C@H](COc3ccc(NC(=O)Cc4cccs4)cc3C(=O)N2C)O1,-1,nt,nt,nt,2,-1,-1,0.0
COc1ccc(C(=O)NC(=S)N2CCN(c3ccccc3O)CC2)cc1,22,-14,7,-1,-3,1,nt,5.0
CCOC(=O)C1CCCN(C(=O)c2cc(C#N)cs2)CC1 (stereo not given),3,-43,1,5,4,-1,nt,0.0
CCn1c(C)nc2cc(C(=O)N/N=C/c3ccc(OC)c(O)c3)ccc21,nt,-6,0,-1,nt,nt,-11,nt
Cc1cc(C)c2oc(C(=O)NCCc3ccc(S(N)(=O)=O)cc3)cc(=O)c2c1,-11,-15,0,2,-4,-1,27,-0.1
CN1CCN(C(=O)C[C@H]2CC[C@H]3[C@@H](COc4ccc(NC(=O)C5CCOCC5)cc4C(=O)N3C)O2)CC1,1,5,-6,-2,0,0,-2,0.1
COc1ccc(NC(=O)Nc2ccc3c(c2)[C@@H]2C[C@@H](CC(=O)N4CCOCC4)O[C@@H](CO)[C@@H]2O3)cc1,5,nt,nt,nt,2,-2,-3,-0.5
COC(=O)C[C@H]1c2cc(F)ccc2S(=O)(=O)N1C(C)C,-7,-11,-2,-4,-2,1,-4,-0.2
CCCNC(=O)Nc1ccc2c(c1)C(=O)N(C)C[C@H](OC)[C@H](C)CN[C@@H](C)CO2,-8,3,3,8,0,2,4,1.0
Cc1cccc(S(=O)(=O)N2CCC[C@H]2C(=O)N2CCC[C@@H]2C(=O)NCc2ccccc2)c1,nt,-7,-6,3,nt,nt,nt,1.9
Cc1ccc(-c2nc(NC(=O)CSc3ncn[nH]3)ns2)cc1,16,-6,3,1,-17,3,1,nt
COc1cccc(NS(=O)(=O)c2cc3c4c(c2)CCC(=O)N4CCC3)c1,-5,-4,3,-4,-2,4,13,0.1
COc1ccc(NS(=O)(=O)c2cccc(C(=O)NCC(c3ccc(F)cc3)N3CCOCC3)c2)cc1 (stereo not given),0,-6,0,4,1,-1,-3,-0.8
CC(=O)Nc1ccc(OCC(O)Cn2nc(C)nc2C)cc1 (stereo not given),-2,nt,nt,nt,11,4,-7,nt
CC(C)c1ccc(CN2CCC(C)(Oc3ccc(Cl)cc3)C2)cc1 (stereo not given),0,-1,1,1,2,0,nt,0.1
CC(=O)Nc1ccc(OCC(O)Cn2c(CO)nc3ccccc32)cc1 (stereo not given),nt,-18,1,13,nt,nt,-5,nt
COc1ccc(C(=O)NCCc2cn3ccc(C)cc3n2)cc1,-1,-14,-2,-5,2,-1,-1,-0.4
O=C1CCN(Cc2ccc(Br)cc2)CCN1[C@H](CO)Cc1ccccc1,-3,-9,nt,-1,-1,-2,-5,-0.1

# Printed as active in esBAF inh (from the list above):
SMILES | esBAF inh | RAD52 inh | CASP6 VEID inh | ERp5 block | PglD DTNB | ARNT-TACC3 inh
O=C(Nc1nc2c(F)cc(F)cc2s1)c1ccc([N+](=O)[O-])o1 | 57* | -4 | 3 | 5 | 1 | 1

# (listing goes on)
SMILES,esBAF inh,RAD52 inh,CASP6 VEID inh,ERp5 block,RAD54 branch,PglD DTNB,ARNT-TACC3 inh,E-sel inducer
COc1ccc(-c2cc(=O)oc3c(C)c(OCC(=O)N(C)C)ccc23)cc1,-1,-7,-1,0,-17,-13,-4,nt
CNC(=O)C[C@@H]1CC[C@@H]2[C@H](COC[C@@H](O)CN2S(=O)(=O)c2ccccc2Cl)O1,-5,-29,-40,-3,5,2,-8,0.0
O=C(O)CC/C(=N/NC(=O)c1cccs1)c1ccccc1,nt,-4,-2,0,nt,nt,9,2.2
O=C(c1cccn2c(=O)c3ccccc3nc12)N1CCN(Cc2ccc3c(c2)OCO3)CC1,4,nt,nt,nt,7,0,-4,nt
CC1(C)CC(=O)C(C2c3ccccc3S(=O)(=O)c3ccccc32)C(=O)C1,nt,-2,1,1,nt,nt,-1,1.8
O=C(COC(=O)C1=COCCO1)Nc1ccc(Br)cc1Br,2,-6,0,0,-5,-5,1,-1.2
COC(=O)c1cc(NC(=O)c2nccnc2C(=O)O)cc(C(=O)OC)c1,0,-23,0,-1,4,-3,-5,-0.2

# Looked up above:
# Under PglD DTNB, COC(=O)c1cc(NC(=O)c2nccnc2C(=O)O)cc(C(=O)OC)c1 shows -3
# Under ARNT-TACC3 inh, COc1ccc(-c2cc(=O)oc3c(C)c(OCC(=O)N(C)C)ccc23)cc1 shows -4

# Random excerpt: 2 compounds from above
SMILES,esBAF inh,RAD52 inh,CASP6 VEID inh,ERp5 block,RAD54 branch,PglD DTNB,ARNT-TACC3 inh,E-sel inducer
CC1(C)CC(=O)C(C2c3ccccc3S(=O)(=O)c3ccccc32)C(=O)C1,nt,-2,1,1,nt,nt,-1,1.8
COC(=O)c1cc(NC(=O)c2nccnc2C(=O)O)cc(C(=O)OC)c1,0,-23,0,-1,4,-3,-5,-0.2
